TEAD-YAP block – TEAD-YAP interaction inhibition; HEK-TIYL cells, TEAD-Gal4/YAP UAS-luciferase luminescence; inhibition, % at 9.12 µM; hit rate 1.4% among 640,000; in the data active = inhibition above about 32%;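 also: 0% = median of test compound wells and 100% = reference inhibitor wells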
FBW7 act – activators of human E3 ligase FBW7 | AlphaScreen FBW7–phospho-cyclin E peptide binding, activator screen | hit rate 0.13% among 650,000 | Q969H0 | normalized activity (activation), % at 26.1 µM; in the data active = normalized activity above about 1.9%;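 also: purified mutant Fbw7 with reduced substrate affinity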
MITF inh – inhibitors of human MITF; O75030; hit rate 0.91% among 650,000; inhibition, % at 2.6 µM; AID 1259374; AlphaScreen MITF homodimerization, bead proximity signal; in the data active = inhibition above about 50%;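 also: 0% = vehicle wells with protein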
Target sequence (O75030 whole entry, looked up): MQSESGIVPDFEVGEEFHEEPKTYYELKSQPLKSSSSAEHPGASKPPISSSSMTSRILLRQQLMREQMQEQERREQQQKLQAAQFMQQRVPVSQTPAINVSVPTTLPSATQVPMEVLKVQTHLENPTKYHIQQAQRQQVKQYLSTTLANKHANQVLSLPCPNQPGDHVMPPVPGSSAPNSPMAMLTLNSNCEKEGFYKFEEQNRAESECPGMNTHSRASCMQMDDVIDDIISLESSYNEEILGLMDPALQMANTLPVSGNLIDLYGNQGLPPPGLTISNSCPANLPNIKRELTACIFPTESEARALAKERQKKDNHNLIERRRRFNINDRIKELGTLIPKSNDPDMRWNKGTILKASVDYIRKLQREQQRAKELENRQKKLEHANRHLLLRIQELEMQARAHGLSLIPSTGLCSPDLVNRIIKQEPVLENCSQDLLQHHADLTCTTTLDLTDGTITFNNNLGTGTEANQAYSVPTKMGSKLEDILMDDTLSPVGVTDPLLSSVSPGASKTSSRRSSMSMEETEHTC
GPR151 ag – activators of human GPR151 | PathHunter beta-arrestin GPR151 cells, luminescence | Q8TDV0 | activation, % at 11.2 µM | hit rate 1% among 650,000; in the data active = activation above about 4.9%;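 also: 0% = median of compound wells and 100% = cells with positive control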
Target sequence (Q8TDV0 whole entry, looked up): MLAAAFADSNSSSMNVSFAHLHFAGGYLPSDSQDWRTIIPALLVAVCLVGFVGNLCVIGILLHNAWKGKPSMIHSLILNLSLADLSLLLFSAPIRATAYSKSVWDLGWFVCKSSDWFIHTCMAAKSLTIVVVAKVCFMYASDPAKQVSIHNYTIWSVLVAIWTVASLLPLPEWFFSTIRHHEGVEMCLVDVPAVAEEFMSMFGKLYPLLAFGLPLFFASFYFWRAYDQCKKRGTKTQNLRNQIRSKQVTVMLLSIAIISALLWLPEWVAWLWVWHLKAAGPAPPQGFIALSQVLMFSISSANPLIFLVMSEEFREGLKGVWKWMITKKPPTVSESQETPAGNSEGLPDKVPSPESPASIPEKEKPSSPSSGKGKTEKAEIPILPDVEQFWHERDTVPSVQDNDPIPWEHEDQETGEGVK
Active calls of the source: *.

no.	Molecule	TEAD-YAP block	FBW7 act
1	CC(C)CSc1nc2sccc2c(=O)n1C	-6	0.1
2	Cc1ccc(C(=O)c2ccc([N+](=O)[O-])cc2)cc1[N+](=O)[O-]	16	-0.6
3	COc1ccc(CCNC(=O)Cn2ncn3cccc3c2=O)cc1OC	-6	0.0
4	CCCN1CC2=C(C1=O)C(c1ccc(Cl)cc1)NC(=O)N2 (stereo not drawn)	3	0.1
5	CC1(C)C=C2C(=C(O)CC(c3cc4c(cc3[N+](=O)[O-])OCO4)C2(C#N)C#N)C(=O)C1 (stereo not drawn)	5	0.1
6	O=C(Cc1c[nH]c2ccccc12)OCCOC(=O)Cc1c[nH]c2ccccc12	3	-0.1
7	c1ccc(Cn2cnc3ccccc32)cc1	0	0.0
8	O=C(NCC1CCCO1)c1ccc2c(Cl)c3c(nc2c1)CCC3 (stereo not drawn)	-28	-0.1
9	CC(NCc1nnc(-c2ccc(Cl)cc2)o1)c1ccccc1 (stereo not drawn)	-12	0.0
10	COc1ccc(CCCN=C(N)N)cc1Cl	12	-0.1
11	COc1cc(/C=N/NC(=O)c2nnn(-c3nonc3N)c2CN(C)C)ccc1O	8	0.1
12	Cc1c(C(=O)NC(=S)Nc2ccc3oc(-c4ccc(Cl)cc4)nc3c2)oc2ccccc12	0	0.1
13	Cc1sc(NC(=O)NC2CCCCC2)nc1-c1ccccc1	-4	-0.1
14	Cc1ccc(C2CC(C(F)(F)F)n3ncc(C(=O)Nc4ccc(Cl)cc4C(F)(F)F)c3N2)cc1 (stereo not drawn)	4	0.0
15	Cc1cc(C)n(-c2ccc(C(=O)OCC(=O)c3cc(C)n(Cc4ccco4)c3C)cc2)n1	3	-0.1

no.	MITF inh	GPR151 ag
1	7	1.5
2	0	1.9
3	10	4.9
4	-3	0.2
5	-3	-0.2
6	7	0.7
7	2	2.2
8	3	-0.4
9	-4	0.5
10	-3	-1.1
11	6	0.1
12	-12	3.0
13	0	-0.5
14	8	-0.1
15	-3	3.6

Following part
no.	Molecule	TEAD-YAP block	FBW7 act
16	O=c1nc(/C=C/c2ccc(-c3cccc(F)c3)o2)cc(C(F)(F)F)[nH]1	10	0.3
17	COc1ccccc1N1CCN(CCCCCCN)CC1	7	0.2
18	Cc1cc(Br)ccc1NC(=O)c1cccc2ccccc12	-2	0.0
19	CCOC(=O)c1cc(-c2ccc(/C=C3\Sc4ccccc4C3=O)o2)ccc1Cl	13	0.2
20	O=C1c2cccc3c(Cl)ccc(c23)C(=O)N1c1ccccn1	2	0.0
21	COc1ccc(NC(=O)CSc2nc3c(cc2C#N)CCCC3)cc1OC	14	-0.1
22	CN(C)c1ccc(C2C3=C(CC(C)(C)CC3=O)Nc3ccc4ccccc4c32)cc1Br (stereo not drawn)	0	-0.1
23	CCOc1ccc(NC(=O)c2c[nH]c(=O)n(-c3cccc(OC)c3)c2=O)cc1	4	0.0
24	C=CCN(C)C1CC(=O)N(c2ccc(Br)cc2)C1=O (stereo not drawn)	6	0.9
25	COC(=O)CSc1ccc2nnc(CCNS(=O)(=O)c3ccc(OC)cc3)n2n1	10	0.1
26	COc1cccc(NC(=O)c2sc3ncn(CC(=O)N4CC(C)CC(C)C4)c(=O)c3c2C)c1 (stereo not drawn)	14	0.3
27	Brc1ccc2ncnc(Nc3cccc4ccccc34)c2c1	4	0.0
28	COc1ccc(CN2CCc3nnc(-c4ccccc4)n3CC2)c(O)c1	0	-0.1
29	O=C(CCc1n[nH]c(=O)[nH]c1=O)Nc1cccc2ccccc12	0	0.0
30	COc1ccccc1NC(=O)NC1(C(=O)NCc2ccncc2)CCCCC1	3	0.0

no.	MITF inh	GPR151 ag
16	-1	-0.9
17	6	-0.3
18	2	0.5
19	14	0.2
20	18	-2.0
21	3	1.2
22	-14	1.2
23	7	-0.4
24	4	-2.2
25	-1	2.0
26	10	-1.1
27	9	11*
28	1	-0.2
29	-1	0.8
30	0	-0.3

Carrying on:
no.	Molecule	TEAD-YAP block	FBW7 act
31	O=C(CSc1nc2ccccc2c(=O)n1C1CCCCC1)NC1CCCCC1	0	0.1
32	CC1CC(C)CN(c2nnc(NC(=O)Nc3ccccc3C(F)(F)F)s2)C1 (stereo not drawn)	-4	0.0
33	COC(=O)C1=C(N)Oc2cc(C)n(CCN(C)C)c(=O)c2C1c1ccccc1F (stereo not drawn)	-4	-0.3
34	CCOC(=O)c1c(NC(=O)Cn2nc(C)c([N+](=O)[O-])c2C)sc2c1CCC(C)C2 (stereo not drawn)	7	-0.1
35	CCOc1ccc(CN[C@@H]2C[C@@H](C(=O)NC)N(CC(C)C)C2)cc1	-8	-0.1
36	Cn1c(C(=O)Nc2ccc3c(c2)OCCO3)cc2c(=O)n3ccccc3nc21	-1	-0.1
37	O=C(Nc1ccccc1)c1sc(N2CCOCC2)nc1-c1ccccc1	0	0.1
38	CCCCn1c(=O)c(CCC(=O)OCC(=O)/C(C#N)=C(\C)N)nc2ccccc21	2	0.1
39	COc1ccc(Cl)cc1C(=O)NCC(c1ccc(C)cc1)N1CCN(C)CC1 (stereo not drawn)	-8	-0.1
40	O=C(CSc1ccccn1)N/N=C/c1cccc(Br)c1	9	0.3
41	Cc1ccc(-c2cc(C(F)(F)F)n3nc(C(=O)Nc4cccc(Cl)c4Cl)cc3n2)cc1	3	-0.1
42	COc1ccc(N2C(=O)CSC2c2ccc3c(c2)OCO3)cc1OC (stereo not drawn)	-3	0.0
43	C/C(N)=C(/C#N)C(=O)COC(=O)CCNS(=O)(=O)c1c(Cl)cccc1Cl	-5	-0.1
44	COCCn1nnnc1CN(Cc1cc2ccc(C)cc2[nH]c1=O)CC1CCCO1 (stereo not drawn)	-3	0.2
45	COc1ccccc1CCc1nnc(CCC(=O)N2CCCC2c2ccc(F)cc2)o1 (stereo not drawn)	2	0.1

no.	MITF inh	GPR151 ag
31	-3	-1.1
32	-7	0.6
33	5	-0.2
34	2	1.1
35	8	0.5
36	-3	-0.3
37	1	2.5
38	-9	-1.6
39	-5	0.6
40	1	-1.3
41	12	1.6
42	10	-0.5
43	3	1.3
44	2	1.0
45	-5	0.8

Next entries:
no.	Molecule	TEAD-YAP block	FBW7 act
46	Cc1cccc(C)c1NC(=O)C1(N(C)C(=O)c2ccccc2Br)CCC(C(C)(C)C)CC1 (stereo not drawn)	-1	0.0
47	CCOC(=O)C1=C(C)NC2=C(C(=O)C(C(=O)OCC)C(c3ccc(OC)cc3)C2)C1c1cccc(OC)c1 (stereo not drawn)	-2	0.1
48	CC(=O)c1c(C)nc2sc(C(N)=O)c(N)c2c1-c1c[nH]c2ccccc12	-10	0.0
49	O=C(Nc1ccc(F)c(F)c1)c1ccc(F)c(S(=O)(=O)NCCc2ccc(Cl)cc2)c1	4	-0.1
50	CCCCN(CCCC)C(=O)C[n+]1cccc(/C=N/O)c1	5	0.0
51	CCOc1ccc2nc(SCC(O)C(C)(C)C)[nH]c2c1 (stereo not drawn)	-71	0.1
52	CSCCC(NC(=O)c1ccc(Cl)cc1)C(=O)N1CCCCCC1 (stereo not drawn)	-1	-0.2
53	CCOC(=O)c1cc2occc2n1CC(=O)NC1CCCCC1C (stereo not drawn)	-2	-0.2
54	CC1CCN(C(=O)/C=C/c2ccc([N+](=O)[O-])cc2)CC1	-55	0.0
55	OCCC1CN(Cc2ccon2)CCN1Cc1ccccc1 (stereo not drawn)	3	-0.1
56	COc1ccc(C(=O)Nc2ccc(-c3ccc(NC(=O)c4ccc(OC)cc4)c(C(=O)O)c3)cc2C(=O)O)cc1	-43	0.3
57	O=[N+]([O-])c1ccc(OCCCNCc2ccco2)cc1	-4	0.0
58	CCC1CN(Cc2cn(C)nc2C)Cc2cc(OC)ccc2O1 (stereo not drawn)	1	0.2
59	Nc1nc(SCC(=O)Nc2nc(-c3cccc(Br)c3)cs2)n[nH]1	-3	0.7
60	CCN1C(=O)C(CC(N)=O)N(NC(=O)c2ccc(Cl)cc2)C1=S (stereo not drawn)	5	0.0

no.	MITF inh	GPR151 ag
46	-3	-0.5
47	0	-0.1
48	-4	-0.9
49	1	-0.3
50	14	0.8
51	2	1.4
52	2	1.1
53	-5	-0.7
54	-16	-0.3
55	-2	-0.1
56	9	1.9
57	32	-0.1
58	4	-0.3
59	11	-1.7
60	-2	0.6

An excerpt from above, reduced to GPR151 ag, FBW7 act and MITF inh:
cpd | Molecule | GPR151 ag | FBW7 act | MITF inh
56 | COc1ccc(C(=O)Nc2ccc(-c3ccc(NC(=O)c4ccc(OC)cc4)c(C(=O)O)c3)cc2C(=O)O)cc1 | 1.9 | 0.3 | 9
52 | CSCCC(NC(=O)c1ccc(Cl)cc1)C(=O)N1CCCCCC1 (stereo not drawn) | 1.1 | -0.2 | 2

Later entries:
no.	Molecule	TEAD-YAP block	FBW7 act
61	CNS(=O)(=O)c1ccc(NC(=O)N2CCCCC2)cc1	-2	-0.1
62	C=CCSc1nnc(NC(=O)CSc2ccccn2)s1	-13	0.0
63	CCC(CO)Nc1ccc2ncc(-c3cccs3)n2n1 (stereo not drawn)	4	0.0
64	CCOC(=O)C(NC(=O)c1ccccc1)(Nc1ccc(S(=O)(=O)Nc2onc(C)c2C)cc1)C(F)(F)F (stereo not drawn)	1	0.2
65	Cc1ccccc1CN1C(=O)CSc2ccc(C(=O)NCCC(C)C)cc21	-6	0.0
66	Fc1ccccc1OCCNC1CCCC1	3	0.0
67	O=C(Cn1cnc2ccccc21)OCc1cccc2ccccc12	15	0.0
68	O=C1CCC(CCNCc2ccccc2F)N1CC1(c2ccccc2)CCOCC1 (stereo not drawn)	2	0.0
69	Cc1ccc(Cl)cc1NC(=O)N[C@H]1C[C@H]2C(=O)N[C@@H](CC(C)C)C(=O)N2C1	-4	0.5
70	CSc1ccc(/C=C2/SC(N(C)CCO)=NC2=O)cc1	3	-0.1
71	CC(=O)c1c(C)oc2ccc(N(C(=O)c3ccccc3)S(=O)(=O)c3ccc(F)cc3)cc12	3	0.0
72	Cc1cc(Cl)ccc1NCC(=O)N/N=C/c1ccc(O)cc1	8	0.4
73	CCOC(=O)c1c(NC(=S)NCCc2ccccc2)sc2c1CCCC2	0	0.0
74	COc1ccc(C2CC(=O)C3=C(C2)NC(C)=C(C(=O)OCCc2ccccc2)C3c2ccc(OC)cc2)cc1 (stereo not drawn)	-8	0.1
75	COc1cc(NC(=O)c2ccc(C(C)(C)C)cc2)c(OC)cc1NC(=O)/C=C/C(=O)O	-5	-0.1

no.	MITF inh	GPR151 ag
61	-6	-0.8
62	9	0.3
63	0	0.6
64	10	0.5
65	2	2.6
66	23	0.7
67	10	-1.0
68	5	0.1
69	4	0.2
70	5	0.0
71	-6	0.8
72	19	-0.3
73	-2	-0.4
74	-3	-0.1
75	6	0.7

(more compounds)
no.	Molecule	TEAD-YAP block	FBW7 act
76	COc1cc2nc(Nc3nc4ccccc4n3C)nc(N)c2cc1OC	9	0.2
77	CCC1CCc2c(sc(NC(=O)Nc3ccccc3)c2C(N)=O)C1 (stereo not drawn)	-23	0.0
78	O=C(NCc1nc2ccccc2[nH]1)c1csc(Nc2cnccn2)n1	-2	-0.2
79	O=C(NC1CC1)c1ccc(-c2nc(NCc3cccnc3)c3[nH]cnc3n2)cc1	2	-0.1
80	CN(C(=O)c1ccc([N+](=O)[O-])cc1)c1ccccc1C(=O)NCc1ccccc1	-4	0.0
81	Cc1[nH]c2ccccc2c1C(Nc1nccs1)c1ccncc1 (stereo not drawn)	3	0.0
82	CCCCCN(C(=O)NC(=O)Nc1ccccc1OCC)S(=O)(=O)c1ccccc1	-7	-0.1
83	COCCNC(=O)C1CCN(c2ccc(N3CCOCC3)nn2)CC1	-2	0.1
84	O=C(Nc1ccccc1F)Nc1ccccc1[N+](=O)[O-]	-52	-0.1
85	CC1CCCC(C)N1/N=C/c1ccc(O)c(O)c1 (stereo not drawn)	-4	-0.6
86	Cc1ccc(NC(=O)C(=O)NCCC2CCCCN2S(=O)(=O)c2cccs2)cc1C (stereo not drawn)	11	-0.1
87	CCN(CC)C(=O)CSc1nc(O)c(Cc2ccc(F)cc2)c(=O)[nH]1	1	-0.2
88	CCCCC1CCC(c2nnc(-c3ccc(Cl)cc3)o2)CC1 (stereo not drawn)	13	0.1
89	Nc1cc(N)nc(SCC(=O)Nc2cccc(S(=O)(=O)N3CCCC3)c2)n1	5	0.4
90	Cc1ccc(S(=O)(=O)n2ccn(CC(=O)NCCc3ccccc3)c2=O)cc1	-6	0.0

no.	MITF inh	GPR151 ag
76	-47	-0.3
77	12	-2.0
78	10	-0.1
79	1	-0.2
80	3	0.8
81	11	0.6
82	2	0.6
83	4	-0.1
84	-4	-6.2
85	37	-0.4
86	1	2.1
87	-24	1.0
88	19	-0.2
89	-1	-0.1
90	-8	1.6

Quoted at random: 5 records from the list, in no set order.
no.	Molecule	TEAD-YAP block	FBW7 act
76	COc1cc2nc(Nc3nc4ccccc4n3C)nc(N)c2cc1OC	9	0.2
84	O=C(Nc1ccccc1F)Nc1ccccc1[N+](=O)[O-]	-52	-0.1
89	Nc1cc(N)nc(SCC(=O)Nc2cccc(S(=O)(=O)N3CCCC3)c2)n1	5	0.4
85	CC1CCCC(C)N1/N=C/c1ccc(O)c(O)c1 (stereo not drawn)	-4	-0.6
88	CCCCC1CCC(c2nnc(-c3ccc(Cl)cc3)o2)CC1 (stereo not drawn)	13	0.1

no.	MITF inh	GPR151 ag
76	-47	-0.3
84	-4	-6.2
89	-1	-0.1
85	37	-0.4
88	19	-0.2

Screening results as filed in PubChem BioAssay.

An unsorted share of the library; overall some 3.5% were active at least once.
